High-throughput results as filed in PubChem.
Insulin prom inh: inhibitors of insulin promoter-driven GFP, primary screen, imaging, TRM-6 cells (human fetal islet line), eGFP reporter, cell count. reporter expression induced with tamoxifen. inhibition, % at 2 µM. actives 0.9% (n = 130,000). AID 1273, 2008;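 active = inhibition above the mean plus 3 SD, with well images judged a real hit on visual review, cut at about 60% in these data, passing the limit was not always enough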
SDO1 yeast rescue: growth rescue of sdo1-depleted yeast, primary screen, S. cerevisiae, bone marrow failure model; S. cerevisiae sdo1-depleted JHY4D growth rescue, OD600 30 h; active compounds read high; pdr5 snq2 efflux-pump mutant strain; z-score at 10 µM; actives 0.21% (n = 140,000); AID 817, 2007;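 active = z-score above 3 at both the 24 hr and the 30 hr optical density reads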;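 note: z-score against mean and SD of all compound wells on the same plate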
SDO1 yeast rescue Rescue 24 h: second read-out of SDO1 yeast rescue, no call of its own (marks repeat the call); z-score; S. cerevisiae sdo1-depleted JHY4D growth rescue, OD600; measured here: growth rescue at 24 h;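 0 is the plate mean of compound wells and units are plate SD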
Numbers without * were called inactive; · = no result given.

SMILES	Insulin prom inh	SDO1 yeast rescue	SDO1 yeast rescue Rescue 24 h
Cc1ccc([N+](=O)[O-])cc1N(CC(=O)Nc1ccc(S(=O)(=O)Nc2cccc(C(F)(F)F)c2)cc1)S(C)(=O)=O	39	-0.4	-2.2
Cc1[nH]c2ccccc2c1C(=O)COC(=O)Cn1c(C)nc2ccccc21	27	1	0.54
Cc1cc2ccccn2c1C(=S)NC(=O)c1ccccc1	23	-1.8	-1.5
CCCCP(=O)(CCCC)CCP(=O)(c1ccccc1)c1ccccc1	-25	-0.08	-0.36
CC(=O)Nc1cccc(NC(=O)CCn2cnc3cc(C)c(C)cc32)c1	-73	0.12	0.05
COc1ccccc1/C=C(\NC(=O)c1ccc(OC)c(OC)c1)C(=O)Nc1cccc([N+](=O)[O-])c1	-26	-0.04	-0.18
O=C(NC12CC3CC(CC(C3)C1)C2)C1CCCN1C(=O)NC1CCCCC1 (stereo not given)	-34	-0.3	0.02
O=C(COC(=O)c1ccc(O)cc1)Nc1ccccc1-c1ccccc1	-67	0.46	0.59
CCOC(=O)c1c(/N=C/C2=C(O)CCCC2=O)sc(C)c1C	-50	0.63	0.71
Cc1ccc2nc(SCC(=O)Nc3cc([N+](=O)[O-])ccc3F)[nH]c2c1	·	-2	-1.6
CCOC1=C/C(=C/c2c(N)n3nc(-c4ccccc4)sc3nc2=O)C=CC1=O	30	·	·
CCCCCCCCSc1n[nH]c(N)n1	-42	-1.5	-0.88
CC(C(=O)N1CCc2ccccc21)N1CCN(c2ccccn2)CC1 (stereo not given)	21	-0.19	0.91
O=C(COC(=O)c1sc2ccccc2c1Cl)NC1CCCCC1	-19	0.32	0.39
CC(C)Cc1cc(C(=O)Nc2cccnc2)no1	·	0.79	0.54
CCCC(=O)Nc1cc(C)c(NC(=O)c2ccncc2)cn1	·	1.6	1.8
CSc1ncccc1C(=O)Nc1nnc(C2CC2)s1	29	·	·
O=C(NCCCn1ccnc1)Nc1cccc(Cl)c1	30	0.29	0.36
COc1cc(/C=C/C(=O)OCC(=O)NC2CC2)cc(S(=O)(=O)N2CCc3ccccc32)c1OC	5	·	·
O=C(Nc1cc(C(F)(F)F)ccc1-n1cncn1)c1ccc(-c2ccccc2)cc1	-78	-1.5	-0.58
CC(=O)C1=C(O)CCC1=NCCc1ccccc1	14	-0.22	-0.51
O=C(Nc1ccc(NC(=O)C2CCCCC2)nc1)c1ccco1	30	0.6	0.26
CN(Cc1ccccc1)Cc1ccccc1F	·	0.2	-0.53
C=CCOC(=O)C1=C(C)Nc2nnnn2C1c1cc(OC)ccc1OC (stereo not given)	·	1.6	2.6
Cc1cccc(C(=O)Nc2cccc(C(=O)N3CCOCC3)c2)c1	-11	1.3	1.5
CCN(CC)CCNC(=O)CS(=O)Cc1nc(-c2ccc(C)cc2)oc1C (stereo not given)	·	-0.37	-0.69
CC1CCc2nc(NC(=O)CN3CCN(c4ccc(F)cc4)CC3)sc2C1 (stereo not given)	-3	-1	-1.7
Cc1nc(N2CCOCC2)c2c(C)c(C(=O)Nc3ccc(C(F)(F)F)cc3)sc2n1	36	·	·
COc1ccc(OC)c(NC(=O)c2ccc(Cl)cc2)c1	-37	·	·
Nc1cc(N)nc(SCC(=O)Nc2ccc(Br)cc2Cl)n1	·	0.75	0.07
COc1c(Cl)cc(-c2noc(C)c2C(=O)NCc2ccc3c(c2)OCO3)cc1Cl	0	-0.38	0.33
Cn1cc(/C=N/n2cnc3scc(-c4ccc(Cl)cc4)c3c2=O)c2ccccc21	-194	-1.4	-0.16
CCOc1ccc(N(CC)S(=O)(=O)c2ccc3c(c2)n(C)c(=O)c(=O)n3C)cc1	·	0.22	-0.25
C/C(=C1/SC(N2CCOCC2)=NC1=O)c1ccc(Cl)cc1	·	1.7	1.4
Cn1nnnc1SCC(=O)N1c2ccccc2Sc2ccc(Cl)cc21	47	2.5	2.6
O=C(N1CCOCC1)N1CCN(c2ccc(F)cc2)CC1	0	-0.15	-0.26
O=C1C2C3C=CC(C3)C2C(=O)N1c1cccc2cccnc12 (stereo not given)	·	-0.47	0.06
Cc1ccc(S(=O)(=O)N2CCN(C(=O)c3cccc(F)c3)CC2)cc1	-46	-0.26	-0.45
COc1cccc(/C=N/NC(=O)CSc2ccccc2C)c1OC	-50	-0.32	0.25
Cc1cc2nc(SCCOC(=O)Nc3ccccc3)nc(C)c2cc1C	8	-2	-1.6
CC1(C(=O)O)CCC(C(=O)Nc2ccccc2)C1(C)C (stereo not given)	-13	0.62	0.74
CCN(CC)C(=O)c1cc2c(=O)n3ccccc3nc2s1	·	0.61	0.05
CC1(C(=O)NC2CCCCCCC2)CC1(Cl)Cl (stereo not given)	·	0.61	-0.14
CN(C)/C=N/c1nc2nccc(-c3cccs3)n2n1	14	·	·
Cn1nnnc1SCC(=O)Nc1ccccc1Cl	48	0.62	0.07
C=CCc1cc(C)ccc1OCCOCCn1ccnc1	-23	0.03	0.03
O=C(CCCc1nc2ccccc2s1)NCc1ccccc1	21	-0.49	-0.33
CCOC(=O)c1sc2nc(C)nc(SCC(N)=O)c2c1C	3	0.93	0.94
Fc1ccc(NC(=S)Nc2ccc3nccnc3c2)cc1	20	·	·
O=C(CSc1nc2c(c(=O)n1-c1ccc(Br)cc1)SCC2)Nc1nccs1	45	-1.2	-0.8
O=[N+]([O-])c1ccc2nc(NCCCO)nc(-c3ccccc3)c2c1	-153	-1.4	-1.1
CCOc1nc(-c2ccccc2Cl)ccc1C#N	4	-1.2	-1.1
CCCCNC(=O)c1cc(C)no1	-14	·	·
Cc1ccc(CNS(=O)(=O)NCc2cccs2)cc1	77*	·	·
Cc1ccc(NC(=O)COc2ccc(CCO)cc2-n2nc3ccccc3n2)cc1C	7	-0.16	1.2
Cc1ccc(C)n1-c1ccc(C(=O)N2CCOCC2)cc1	6	0.96	1
CC(C)(C)NC(=O)NC(=O)COC(=O)CNC(=O)c1cc(Cl)cc([N+](=O)[O-])c1	-33	·	·
CCOC(=O)N1CCC(NC(=O)CCN2C(=O)C3C4C=CC(C4)C3C2=O)CC1 (stereo not given)	·	0.22	-0.52
CCOC(=O)c1ccc(Nc2ncnc3nc[nH]c23)cc1	·	-0.46	0.17
Cc1ccn2c(C(=O)NN=C3CCN(C)CC3)c(C)nc2c1	27	·	·
The listing continues:
SMILES	Insulin prom inh	SDO1 yeast rescue	SDO1 yeast rescue Rescue 24 h
COc1cc(/C=c2\sc3nc(=O)c(-c4ccccc4)nn3c2=O)ccc1OCCC(C)C	18	2.2	3.5
Cn1c(N)c(C(=O)COC(=O)C2CCCCC2)c(=O)n(C)c1=O	25	0.69	0.5
COC(=O)c1c(NC(=O)CC2SCC(C(=O)OC)NC2=O)sc2c1CCCC2 (stereo not given)	-90	-1.2	-1.1
CCOc1cccc(-c2nnc3sc(C4CCCCC4)nn23)c1	·	-1.6	-0.77
COc1ccc(Cn2c(C)c(C)c(C#N)c2NC(=O)Nc2ccc(F)cc2)cc1	16	0.71	2.6
CC(C)CCn1c(SCC(=O)OCn2nnc3ccccc3c2=O)nc2ccccc2c1=O	-23	-1.2	-0.99
O=C(c1ccco1)N1CCN(C(=O)c2cc(-c3ccccn3)nc3ccc(Cl)cc23)CC1	-6	0.25	0.52
C=C(C)C1Cc2c(C)nn(-c3cc(C)c4ccccc4n3)c2C1 (stereo not given)	-81	·	·
CCn1ncc(CNC(=O)C2(C)CC2(Br)Br)c1C (stereo not given)	33	0.11	-0.86
CCOC(=O)N1CCN(C(=O)CNC(=O)Cn2cnc3ccccc3c2=O)CC1	36	·	·
CCc1ccccc1NS(=O)(=O)c1cc(C)ccc1OC	-1	0.33	-0.26
COCCSc1nnc(NC(=O)CSCc2ccccc2)s1	0	-0.61	-0.78
O=C(O)CN=C1NC2(CCCCC2)Cc2ccccc21	-469	0.95	0.49
O=C(Cn1nnc(-c2cccs2)n1)NCc1ccccc1	32	·	·
O=C(Nc1cccc(C(F)(F)F)c1)c1cccnc1	20	-0.2	-1
COc1ccc(O)c(C2NC(CC(C)C)(C(=O)O)C3C(=O)N(Cc4ccccc4)C(=O)C23)c1 (stereo not given)	4	0.86	1.1
CNc1nnc(CSc2nc3ccccc3s2)s1	50	1.1	0.64
CC1CCc2c(sc3ncnc(N4CCOCC4)c23)C1 (stereo not given)	32	-0.59	-0.55
CN(CCOC(=O)c1ccccc1)Cc1ccccc1	-27	-0.13	-0.44
COc1ccccc1NC(=O)CSc1nnc(C2CCCCC2)o1	-43	0.08	0.21
CC(C)C(CC(=O)NCc1ccco1)c1ccco1 (stereo not given)	18	0.09	-0.53
COc1ccc(C2Nc3ccccc3C(=O)N2Cc2ccco2)cc1COc1ccc(F)cc1 (stereo not given)	-24	-1.2	-0.23
CCOC(=O)C1CCCN(CC(O)COCc2ccc3c(c2)OCO3)C1 (stereo not given)	27	·	·
Cc1cccc(Cc2cnc(NC(=O)c3ccc(C)o3)s2)c1	25	-1.9	-1.3
CC(NC(=O)c1ccc2c(c1)OCCO2)c1ccc(S(N)(=O)=O)cc1 (stereo not given)	-23	·	·
CC1(CCc2ccc3c(c2)OCO3)NC(=O)c2ccccc2N1 (stereo not given)	-37	-0.01	-0.37
COCCn1c(C)cc(C(=O)COC(=O)CCc2ccc(S(=O)(=O)N3CCOCC3)cc2)c1C	23	1.2	0.67
COc1ccc(-n2nc(C(=O)Nc3nc4ccc(OC)cc4s3)c3ccccc3c2=O)c(OC)c1	34	-1.2	-0.72
O=C(CCc1ccccc1)Nc1cccc(-c2nnc(-c3ccco3)o2)c1	60	-0.87	0.59
O=C(O)CC1=C(O)C(=O)N(c2ccccc2)C1c1ccc(Br)cc1 (stereo not given)	0	0.12	-0.26
CC(C)OC(=O)NCCOC(=O)Nc1cccc(Cl)c1	64	0.07	0.63
O=C(NC1=NCCS1)[C@H](Cc1ccccc1)N1C(=O)c2ccccc2C1=O	13	-0.37	-0.88
O=C(CSc1n[nH]c(-c2ccccc2)n1)Nc1ncc(Br)cc1Br	0	-0.02	0.26
CCCCC(CC)C(=O)Nc1ccccc1C(=O)NC(C)C (stereo not given)	-30	-0.93	-1.1
O=C(NC1CC1)C1=COCCO1	5	0.03	-0.06
O=C(/C=C/c1c(F)cccc1Cl)Nc1ncccn1	-44	0.39	-0.47
COc1cc(/C=C/C(=O)c2ccccc2O)cc(OC)c1OC	20	·	·
Cc1nc(SCC(=O)c2ccc(F)cc2)c([N+](=O)[O-])[nH]1	39	0.17	0.33
O=C(CCC(=O)OCc1ccc(Cl)cc1)Nc1cccc([N+](=O)[O-])c1	10	-0.56	-0.73
CC1=C(C(=O)NCc2ccc3c(c2)OCO3)C2(CCC(C)CC2)OC1=O (stereo not given)	·	0.84	3.3
COc1ccccc1NC=C1C(=O)OC(C)(C)OC1=O	·	-0.15	-0.23
CCOC(=O)C(C)Sc1ncc(OC)c(Sc2ccc(Cl)cc2)n1 (stereo not given)	·	-0.86	-0.78
COc1ccc(C(=O)NC(=S)NCC2CCCO2)cc1 (stereo not given)	-15	-0.58	-1.7
COc1ccc(C(=O)N2CCCC(c3nc(-c4cccs4)no3)C2)cc1 (stereo not given)	64	0.12	0.16
C/C(=N\NC(=O)c1cccc(C)c1)c1ccc(N2CCOCC2)cc1	-17	0.65	0.59
O=C(Nc1nncs1)c1c(F)c(F)c(F)c(F)c1F	28	0.97	-0.42
O=C(C1=C(O)C(=O)N(CCN2CCOCC2)C1c1ccccn1)c1cccs1 (stereo not given)	49	0.44	0.1
CC(Oc1ccc(Cl)cc1)C(=O)NNC(=S)NC(=O)c1ccco1 (stereo not given)	46	-2	-1.4
CCCN(CCC)S(=O)(=O)c1ccc(NS(=O)(=O)c2ccc(F)cc2)cc1	21	-0.5	-0.19
O=C(C1CCN(S(=O)(=O)c2cccs2)CC1)N1CCN(c2ccccc2)CC1	25	-0.29	-1.1
Cc1cccc(Cc2nnc(CCC(=O)N3CCCC(CN4CCOCC4)C3)o2)c1 (stereo not given)	-7	·	·

A draw from above in order of molecular weight, lowest first.
SMILES	Insulin prom inh	SDO1 yeast rescue	SDO1 yeast rescue Rescue 24 h
O=C(NC1CC1)C1=COCCO1	5	0.03	-0.06
COc1ccccc1NC=C1C(=O)OC(C)(C)OC1=O	·	-0.15	-0.23
O=C(/C=C/c1c(F)cccc1Cl)Nc1ncccn1	-44	0.39	-0.47
O=C(Nc1nncs1)c1c(F)c(F)c(F)c(F)c1F	28	0.97	-0.42
CCCCC(CC)C(=O)Nc1ccccc1C(=O)NC(C)C (stereo not given)	-30	-0.93	-1.1
COc1cc(/C=C/C(=O)c2ccccc2O)cc(OC)c1OC	20	·	·
C/C(=N\NC(=O)c1cccc(C)c1)c1ccc(N2CCOCC2)cc1	-17	0.65	0.59
CC1=C(C(=O)NCc2ccc3c(c2)OCO3)C2(CCC(C)CC2)OC1=O (stereo not given)	·	0.84	3.3
O=C(CCC(=O)OCc1ccc(Cl)cc1)Nc1cccc([N+](=O)[O-])c1	10	-0.56	-0.73
COc1ccc(C(=O)N2CCCC(c3nc(-c4cccs4)no3)C2)cc1 (stereo not given)	64	0.12	0.16
CCOC(=O)C(C)Sc1ncc(OC)c(Sc2ccc(Cl)cc2)n1 (stereo not given)	·	-0.86	-0.78
O=C(C1=C(O)C(=O)N(CCN2CCOCC2)C1c1ccccn1)c1cccs1 (stereo not given)	49	0.44	0.1
Cc1cccc(Cc2nnc(CCC(=O)N3CCCC(CN4CCOCC4)C3)o2)c1 (stereo not given)	-7	·	·
CCCN(CCC)S(=O)(=O)c1ccc(NS(=O)(=O)c2ccc(F)cc2)cc1	21	-0.5	-0.19
O=C(C1CCN(S(=O)(=O)c2cccs2)CC1)N1CCN(c2ccccc2)CC1	25	-0.29	-1.1

Rows were taken by chance. Share with any hit: about 0.94%.
